Assay outcomes (PubChem)
MCF10A rereplic: DNA re-replication induction in MCF 10a cells; MCF 10A DNA re-replication, Hoechst nuclear intensity, 48 h; Potency, µM (top dose mostly 46.1 µM), for the others: top-dose activity, positive = re-replication, actives largely listed as activators; 2.9% of 350,000 active; AID 624296; note: potency is the fitted concentration of half-maximal effect; % of control where 0% means no effect; nearly all actives have a fitted effect of over 50% in size
WRN inhibitor: blocks human WRN helicase; Q14191; WRN helicase unwinding, fluorescent forked duplex, kinetic; Potency, µM (doses to about 114 µM), for inactives: at the top dose activity change, negative = inhibition, hits mostly inhibitors; 0.46% of 360,000 active; AID 651768; note: potency is the fitted concentration of half-maximal effect; % is set by controls: 0 for no effect and ±100 for the full control effect; nearly all actives have a fitted effect of over 55% in size
Target sequence (Q14191 whole entry, looked up): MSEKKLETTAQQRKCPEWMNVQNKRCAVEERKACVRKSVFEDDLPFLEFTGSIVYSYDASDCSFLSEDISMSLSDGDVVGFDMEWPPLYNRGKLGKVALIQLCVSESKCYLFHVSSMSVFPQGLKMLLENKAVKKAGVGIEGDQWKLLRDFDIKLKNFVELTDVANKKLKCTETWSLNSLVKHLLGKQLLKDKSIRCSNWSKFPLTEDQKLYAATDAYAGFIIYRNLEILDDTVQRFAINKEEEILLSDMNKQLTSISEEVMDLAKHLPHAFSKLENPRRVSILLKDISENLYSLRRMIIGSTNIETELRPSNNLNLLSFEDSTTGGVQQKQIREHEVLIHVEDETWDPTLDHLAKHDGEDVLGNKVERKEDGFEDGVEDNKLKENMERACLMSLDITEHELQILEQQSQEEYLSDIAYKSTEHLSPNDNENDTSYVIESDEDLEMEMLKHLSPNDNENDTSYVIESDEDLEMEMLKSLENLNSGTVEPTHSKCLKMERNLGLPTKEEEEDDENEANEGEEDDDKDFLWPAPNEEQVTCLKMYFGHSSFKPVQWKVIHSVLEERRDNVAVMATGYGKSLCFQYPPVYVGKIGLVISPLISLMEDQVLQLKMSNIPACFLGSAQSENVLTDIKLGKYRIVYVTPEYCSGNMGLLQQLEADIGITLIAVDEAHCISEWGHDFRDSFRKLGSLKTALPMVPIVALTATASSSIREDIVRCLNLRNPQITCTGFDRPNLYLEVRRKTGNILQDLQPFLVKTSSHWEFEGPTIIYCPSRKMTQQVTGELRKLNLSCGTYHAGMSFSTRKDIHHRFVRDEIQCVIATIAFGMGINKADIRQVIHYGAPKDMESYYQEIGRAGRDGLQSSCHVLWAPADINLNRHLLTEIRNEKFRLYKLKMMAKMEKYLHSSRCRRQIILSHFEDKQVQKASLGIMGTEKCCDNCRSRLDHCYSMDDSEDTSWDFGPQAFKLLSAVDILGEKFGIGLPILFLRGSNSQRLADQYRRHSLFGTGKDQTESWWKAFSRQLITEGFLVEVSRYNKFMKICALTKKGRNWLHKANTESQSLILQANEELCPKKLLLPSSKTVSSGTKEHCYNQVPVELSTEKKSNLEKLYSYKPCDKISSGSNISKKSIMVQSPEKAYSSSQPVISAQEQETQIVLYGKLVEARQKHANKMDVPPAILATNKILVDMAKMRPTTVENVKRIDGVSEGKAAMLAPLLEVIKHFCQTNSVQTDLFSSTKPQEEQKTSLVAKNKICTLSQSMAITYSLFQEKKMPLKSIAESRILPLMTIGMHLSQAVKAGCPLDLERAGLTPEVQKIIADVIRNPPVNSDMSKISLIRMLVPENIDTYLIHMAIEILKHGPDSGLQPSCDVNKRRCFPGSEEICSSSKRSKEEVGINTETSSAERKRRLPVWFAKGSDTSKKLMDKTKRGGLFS
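Fluorescence dequenching readout, ex 525 nm/em 598 nm, kinetic mode: forked duplex DNA (100 nM final) with adjacent fluorophore and quencher unwound by WRN (20 nM final) with 2 mM ATP. Compound preincubation 15 min, room temperature.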
SW480 rerep: inducers of DNA re-replication in SW480 colon cancer cells | SW480 DNA re-replication, Hoechst DNA content imaging, 48 h | Potency, µM (doses to about 46.1 µM), inactives show top-dose re-replication activation, actives largely listed as activators | 1.8% of 340,000 active; note: potency is the fitted concentration of half-maximal effect; % of control where 0% means no effect; nearly all actives have a fitted effect of over 55% in size
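Compounds, transferred as 23 nL by pin tool, were incubated with cells for 48 hr; DNA content per nucleus was then quantified by Hoechst staining and fluorescence plate imaging.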
KB-V1 cytotox: kills drug-selected multidrug resistant KB-V1 cells; KB-V1 MDR cells viability, CellTiter-Glo, 72 h; Potency, µM (titrated, usually from 46.1 µM), for inactives: at the top dose activity change, negative = cytotoxicity, usual class: cytotoxic; 3.4% of 400,000 active; note: potency is the fitted concentration of half-maximal effect; % is set by controls: 0 for no effect and ±100 for the full control effect; nearly all actives have a fitted effect of over 60% in size
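Cytotoxicity toward P-gp-expressing KB-V1 cells was determined as loss of CellTiter-Glo luminescence after 72 h at 37 degrees C. Compounds were tested in quantitative HTS format across a concentration range, with curves fitted to normalized data.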
ATXN2 expr inh: inhibitors of ATXN2 expression | HEK-293 ATXN2-luciferase reporter, luminescence, 24 h | Potency, µM (series often up to 57 µM), without a hit: at the highest dose activity change, negative = inhibition, usual class: inhibitors | 0.72% of 360,000 active | AID 1745845; note: potency is the fitted concentration of half-maximal effect; % is set by controls: 0 for no effect and ±100 for the full control effect; nearly all actives have a fitted effect of over 55% in size
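ATXN2-luciferase reporter cells (luciferase flanked by upstream and downstream ATXN2 gene portions) were treated 24 h at 37 °C with compounds at up to 57 uM. SteadyGlo luminescence gave expression; GF-AFC fluorescence gave viability.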
KB-3-1 tox: kills parental KB-3-1 adenocarcinoma cells | 1.4% of 400,000 active | Potency, µM (doses to about 46.1 µM), for inactives: at the highest dose activity change, negative = cytotoxic, most hits filed as cytotoxic | KB-3-1 viability, CellTiter-Glo ATP luminescence, 72 h | AID 1347075; note: potency is the fitted concentration of half-maximal effect; % is set by controls: 0 for no effect and ±100 for the full control effect; nearly all actives have a fitted effect of over 60% in size
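KB-3-1 parental drug-naive adenocarcinoma cells in DMEM/10% FBS, incubated 72 h at 37 C with pin-transferred compounds across a concentration series. Viability by CellTiter-Glo luminescence; concentration-response curves fitted after normalization.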
HT1080 IDH1KD tx: HT-1080 IDH1 knockdown cell toxicity (counter line); HT-1080 IDH1 knockdown viability, ATP luminescence, 48 h; Potency, µM (titrated, usually from 46.1 µM), for the others: at the top dose activity, negative = toxicity, hits mostly cytotoxic; 2% of 360,000 active; AID 686971;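 note: potency is the fitted concentration of half-maximal effect; 0% = DMSO wells and -100% = cell-free medium wells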
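Using the IDH1-knockdown HT-1080 line run in the same batch and compound series as the NT line, viability after 48 h at 37 °C was determined by CellTiter-Glo luminescence and expressed as % activity.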
IL-1B inflam inh: inhibitors of inflammasome signaling (IL-1 beta secretion). THP-1 LPS/ATP IL-1B secretion, AlphaLISA, 16 h; hits give low values. activity change, % at 57.5 µM. 4.7% of 360,000 active. AID 743279; in the data active = activity change below about -50%; inconclusive = mostly about -30% to -49%; note: % is set by controls: 0 for no effect and ±100 for the full control effect
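THP-1 cells pretreated 1 hr with compounds (up to 57.5 uM final), then stimulated with LPS (250 ng/mL final) plus ATP (1.25 mM final); secreted IL-1B measured by AlphaLISA after 16 hr, decreased signal indicating inhibition.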
HT1080-NT tox: kills 2HG-producing HT-1080-NT fibrosarcoma cells; HT-1080-NT fibrosarcoma viability, CellTiter-Glo ATP luminescence, 48 h; Potency, µM (top dose mostly 46.1 µM), for the others: at the top dose activity, negative = less viability, actives largely listed as cytotoxic; 1.6% of 360,000 active; AID 686970;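 note: NT is the 2HG producing partner of a matched IDH1 knockdown line; potency is the fitted concentration of half-maximal effect; 0% = DMSO-treated cells and -100% = media-only wells without cells; nearly all actives have a fitted effect of over 55% in size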
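Viability by CellTiter-Glo luminescence after 48 h compound exposure at 37C of HT-1080-NT cells (750/well, RPMI, 5% FBS). % activity scaled between DMSO wells and medium-only wells, then curve-fitted and categorized by curve class.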
An asterisk follows results filed as active; [ ] = dose if it differs, or a comment. Unless noted, calls come from the whole dose curve; as a rule, active = well fitted curve in the direction sought with a large enough effect; inconclusive = small, poorly fitted or top-dose-only effect, or another doubt; inactive = no such curve, though single readings can be large; an effect the other way counts as inactive or inconclusive.

How did O=C(Nc1cccc(OC(F)(F)F)c1)C1Cc2c(-c3ccco3)ccnc2O1 (configuration not stated) do in these assays?
WRN inhibitor: -5%; KB-V1 cytotox: -23%; ATXN2 expr inh: inconclusive; KB-3-1 tox: 0%; HT1080 IDH1KD tx: inconclusive; IL-1B inflam inh: -21; HT1080-NT tox: -9%

What do the screens show for `CC(=O)Nc1ccc2c(c1)nc1n2CCOC1`?
MCF10A rereplic: -6%; WRN inhibitor: -9%; SW480 rerep: -5%; KB-V1 cytotox: 0%; ATXN2 expr inh: 9%; KB-3-1 tox: -8%; HT1080 IDH1KD tx: -3%; IL-1B inflam inh: -14; HT1080-NT tox: 5%

What do the screens show for `CCOC(=O)[C@@H]1CSCCS(=O)(=O)N1Cc1ccccc1Br`?
MCF10A rereplic: -13%; WRN inhibitor: -4%; SW480 rerep: 15%; KB-V1 cytotox: -10%; ATXN2 expr inh: 6%; KB-3-1 tox: -3%; HT1080 IDH1KD tx: 7%; IL-1B inflam inh: 39; HT1080-NT tox: 4%

How did Nc1ccn([C@@H]2O[C@H](CNCc3ccc(-c4cc(C(F)(F)F)ccc4Cl)o3)[C@@H](O)[C@H]2O)c(=O)n1 do in these assays?
WRN inhibitor: 0%; KB-V1 cytotox: 3%; ATXN2 expr inh: -11%; KB-3-1 tox: -22%; HT1080 IDH1KD tx: -2%; IL-1B inflam inh: inconclusive; HT1080-NT tox: 1%

How did CCOC(=O)N/N=C1\CC(C)CC(C)(C)C1 (configuration not stated) do in these assays?
MCF10A rereplic: -4%; WRN inhibitor: 1%; SW480 rerep: -2%; KB-V1 cytotox: inconclusive; ATXN2 expr inh: -15%; KB-3-1 tox: 14%; HT1080 IDH1KD tx: 27%; IL-1B inflam inh: 22; HT1080-NT tox: 14%

Results for O=C(NCc1ccc(Cl)c(Cl)c1)c1cc(C2CCCCN2C(=O)C2CCCCC2)on1 (configuration not stated) ?
WRN inhibitor: -2%; KB-V1 cytotox: inconclusive; ATXN2 expr inh: -38%; KB-3-1 tox: inconclusive; HT1080 IDH1KD tx: -23%; IL-1B inflam inh: -27; HT1080-NT tox: -14%

Results for O=C(C1CC1)N1N=C(c2ccccc2)CC1(O)C(F)(F)F (configuration not stated) ?
MCF10A rereplic: -1%; WRN inhibitor: -2%; SW480 rerep: -1%; KB-V1 cytotox: -1%; KB-3-1 tox: 2%; HT1080 IDH1KD tx: 6%; IL-1B inflam inh: 19; HT1080-NT tox: 2%

What do the screens show for `CC1(c2ccccc2)NC(=O)N(CC(=O)Nc2cccc(/C=C/c3ccccn3)c2)C1=O` (configuration not stated)?
MCF10A rereplic: 5%; WRN inhibitor: -1%; SW480 rerep: inconclusive; KB-V1 cytotox: -7%; ATXN2 expr inh: 2%; KB-3-1 tox: -5%; HT1080 IDH1KD tx: inconclusive; IL-1B inflam inh: -53*; HT1080-NT tox: inconclusive

How did CN1C(=O)c2ccccc2N(C)C1c1ccccc1Cl (configuration not stated) do in these assays?
MCF10A rereplic: 3%; WRN inhibitor: -2%; SW480 rerep: 1%; KB-V1 cytotox: inconclusive; ATXN2 expr inh: -7%; KB-3-1 tox: -7%; HT1080 IDH1KD tx: 0%; IL-1B inflam inh: 14; HT1080-NT tox: 3%

What do the screens show for `CC(NC(=O)c1cc(-c2cccs2)on1)c1ccccc1` (configuration not stated)?
MCF10A rereplic: inconclusive; WRN inhibitor: -6%; SW480 rerep: -7%; KB-V1 cytotox: 2%; ATXN2 expr inh: -27%; KB-3-1 tox: -5%; HT1080 IDH1KD tx: 17%; IL-1B inflam inh: 4; HT1080-NT tox: 7%

Results for O=C(CSc1nnc(CNC(=O)c2ccccc2)o1)NCc1ccccc1Cl ?
MCF10A rereplic: 1%; WRN inhibitor: -26%; SW480 rerep: 1%; KB-V1 cytotox: 2%; ATXN2 expr inh: 1%; KB-3-1 tox: 3%; HT1080 IDH1KD tx: 8%; IL-1B inflam inh: 49; HT1080-NT tox: 6%

Results for Fc1ccccc1CSc1ncnc2c1ncn2C1CCCCO1 (configuration not stated) ?
MCF10A rereplic: -10%; WRN inhibitor: -8%; SW480 rerep: -3%; KB-V1 cytotox: -30%; ATXN2 expr inh: 17%; KB-3-1 tox: 26%; HT1080 IDH1KD tx: 0%; IL-1B inflam inh: -8; HT1080-NT tox: -8%

What do the screens show for `Cc1cc(Cl)ccc1C(=O)C1CCCN(C(=O)CN2CCOC2=O)C1` (configuration not stated)?
MCF10A rereplic: 3%; WRN inhibitor: 9%; SW480 rerep: 1%; KB-V1 cytotox: -24%; ATXN2 expr inh: 12%; KB-3-1 tox: -4%; HT1080 IDH1KD tx: 8%; IL-1B inflam inh: 0; HT1080-NT tox: 4%

Results for CC(O)c1ccc(Oc2cnccn2)cc1 (configuration not stated) ?
MCF10A rereplic: 0%; WRN inhibitor: 5%; SW480 rerep: -6%; KB-V1 cytotox: 0%; ATXN2 expr inh: 0%; KB-3-1 tox: 1%; HT1080 IDH1KD tx: 10%; IL-1B inflam inh: 54; HT1080-NT tox: 19%

How did CCN(Cc1ccncc1)C(=O)CCc1nnc(CCc2ccc(OC)cc2)o1 do in these assays?
MCF10A rereplic: -6%; WRN inhibitor: -9%; SW480 rerep: -6%; KB-V1 cytotox: 0%; ATXN2 expr inh: 5%; KB-3-1 tox: 7%; HT1080 IDH1KD tx: -5%; IL-1B inflam inh: 10; HT1080-NT tox: 12%

How did COc1ccc(C(=O)CCN2CCCC(C)C2)cc1 (configuration not stated) do in these assays?
MCF10A rereplic: inconclusive; WRN inhibitor: inconclusive; SW480 rerep: inconclusive; KB-V1 cytotox: 28%; ATXN2 expr inh: 12%; KB-3-1 tox: -12%; HT1080 IDH1KD tx: -2%; IL-1B inflam inh: -24; HT1080-NT tox: inconclusive

Results for CSCC[C@H](NC(=O)[C@@H]1CSC2c3ccccc3C(=O)N21)C(=O)N1CCC[C@H]1CO (some centres not stated) ?
MCF10A rereplic: -1%; WRN inhibitor: 3%; SW480 rerep: 3%; KB-V1 cytotox: 13%; ATXN2 expr inh: -1%; KB-3-1 tox: 0%; HT1080 IDH1KD tx: 7%; IL-1B inflam inh: 15; HT1080-NT tox: 0%

Results for CCn1c(COc2cccc(C)c2)nnc1SCC(=O)CC(=O)Nc1ccccc1OC ?
MCF10A rereplic: 7%; WRN inhibitor: -14%; SW480 rerep: 10%; KB-V1 cytotox: -18%; ATXN2 expr inh: 0%; KB-3-1 tox: 3%; HT1080 IDH1KD tx: -17%; IL-1B inflam inh: 15; HT1080-NT tox: -14%

Results for NC(=O)CSc1nnc2ccc(-c3ccc(Cl)cc3)nn12 ?
MCF10A rereplic: 3%; WRN inhibitor: 4%; SW480 rerep: -2%; KB-V1 cytotox: 14%; ATXN2 expr inh: 1%; KB-3-1 tox: inconclusive; HT1080 IDH1KD tx: 21%; IL-1B inflam inh: -21; HT1080-NT tox: inconclusive

How did CCc1nc2c(OCCOc3ccc(F)cc3)cccn2c1N(C)C(=O)c1cccs1 do in these assays?
WRN inhibitor: -13%; KB-V1 cytotox: -28%; ATXN2 expr inh: -20%; KB-3-1 tox: -1%; HT1080 IDH1KD tx: -1%; IL-1B inflam inh: -24; HT1080-NT tox: 2%

What do the screens show for `O=C(O)Cn1nc(C(F)(F)F)c2c1CCCC2`?
MCF10A rereplic: inconclusive; WRN inhibitor: 3%; SW480 rerep: -133%[inhibitor]; KB-V1 cytotox: -3%; ATXN2 expr inh: -2%; KB-3-1 tox: 2%; HT1080 IDH1KD tx: 4%; IL-1B inflam inh: 25; HT1080-NT tox: 12%

Results for Cc1ccc(C)c(Cn2nnc3c(=O)[nH]c(C4CCCN(C(=O)c5cccs5)C4)nc32)c1 (configuration not stated) ?
MCF10A rereplic: inconclusive; WRN inhibitor: -10%; SW480 rerep: 22%; KB-V1 cytotox: -6%; ATXN2 expr inh: 2%; KB-3-1 tox: -16%; HT1080 IDH1KD tx: -12%; IL-1B inflam inh: -18; HT1080-NT tox: -18%

What do the screens show for `CCOC(=O)CSc1nc(-c2ccccc2)nc2ccc(C)cc12`?
MCF10A rereplic: 2%; WRN inhibitor: 6%; SW480 rerep: 12%; KB-V1 cytotox: -3%; KB-3-1 tox: -1%; HT1080 IDH1KD tx: -2%; IL-1B inflam inh: 7; HT1080-NT tox: -2%

What do the screens show for `O=C(NC(Nc1ccc(F)cc1)(C(F)(F)F)C(F)(F)F)c1cccnc1`?
MCF10A rereplic: 1%; WRN inhibitor: -2%; SW480 rerep: -5%; KB-V1 cytotox: 7%; ATXN2 expr inh: 3%; KB-3-1 tox: 0%; HT1080 IDH1KD tx: 0%; IL-1B inflam inh: 15; HT1080-NT tox: -2%

Results for CSc1ccccc1NC(=O)Nc1cccc(Cl)c1Cl ?
MCF10A rereplic: 23µM*; WRN inhibitor: 7%; SW480 rerep: 6%; KB-V1 cytotox: inconclusive; ATXN2 expr inh: 4%; KB-3-1 tox: 1%; HT1080 IDH1KD tx: -23%; IL-1B inflam inh: 6; HT1080-NT tox: -2%

Quoted at random: 2 entries already listed
Results for Cc1ccc(C)c(Cn2nnc3c(=O)[nH]c(C4CCCN(C(=O)c5cccs5)C4)nc32)c1 (configuration not stated) ?
MCF10A rereplic: inconclusive; WRN inhibitor: -10%; SW480 rerep: 22%; KB-V1 cytotox: -6%; ATXN2 expr inh: 2%; KB-3-1 tox: -16%; HT1080 IDH1KD tx: -12%; IL-1B inflam inh: -18; HT1080-NT tox: -18%

Results for CCn1c(COc2cccc(C)c2)nnc1SCC(=O)CC(=O)Nc1ccccc1OC ?
MCF10A rereplic: 7%; WRN inhibitor: -14%; SW480 rerep: 10%; KB-V1 cytotox: -18%; ATXN2 expr inh: 0%; KB-3-1 tox: 3%; HT1080 IDH1KD tx: -17%; IL-1B inflam inh: 15; HT1080-NT tox: -14%
